CHO-K1 Ca antag = nonselective inhibitor or artifact in parental CHO-K1 cells | ATP-induced calcium, Fluo-8 fluorescence | inhibition, % at 3 µM | AID 602250 | 360,000 compounds, 0.6% hits;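 active means inhibition above a per-plate cutoff, the plate's mean sample inhibition plus 3 SD, cut at about 24% in these data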;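 further: 0% = DMSO plus EC80 ATP and 100% = DMSO alone without ATP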
CHO-K1 Ca PAM = nonselective calcium activators in parental CHO-K1 cells, primary screen, counter-screen for M1 PAM project, cell-based, Fluo-8 calcium fluorescence, full deck, 1536-well; ATP EC20; 0% at ATP EC20, 100% at ATP max; activation, % at 3 µM; 360,000 compounds, 0.02% hits;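 active means activation above the run cutoff, the mean activation of all test compounds plus 3 SD, cut at about 40% in these data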;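 further: peak over basal fluorescence ratio in a 140 s read after ATP addition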
OXTR potentiate = human OXTR potentiators, primary screen, fluorescence, CHO-OTR cells, Fluo-8 calcium. activation, % at 3 µM. Fluo-8 calcium fluorescence, potentiator mode; 0% = oxytocin EC15, 100% = EC100. 320,000 compounds, 0.061% hits. Oxytocin receptor (Homo sapiens), P30559;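 active means activation above that plate's cutoff, the mean activation of tested compounds plus 3 SD, cut at about 6.6% in these data, passing the limit was not always enough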;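 further: 100% uses oxytocin at 75 nM as the full agonist control; some results filed as inactive read as strong as hits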
Target sequence (P30559 whole entry, looked up): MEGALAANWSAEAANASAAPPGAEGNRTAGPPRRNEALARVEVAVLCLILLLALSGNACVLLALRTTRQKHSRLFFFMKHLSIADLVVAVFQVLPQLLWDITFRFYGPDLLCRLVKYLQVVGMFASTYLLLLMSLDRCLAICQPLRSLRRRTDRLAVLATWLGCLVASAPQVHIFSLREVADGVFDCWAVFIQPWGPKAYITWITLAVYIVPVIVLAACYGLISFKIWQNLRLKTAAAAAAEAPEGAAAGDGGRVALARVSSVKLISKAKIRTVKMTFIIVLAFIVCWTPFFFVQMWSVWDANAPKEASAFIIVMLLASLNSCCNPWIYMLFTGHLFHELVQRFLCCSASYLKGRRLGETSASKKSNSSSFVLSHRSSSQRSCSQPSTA
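Assay system: CHO cell line stably expressing human OTR. Reagent: EC15 oxytocin agonist. Dosing: single dose, 3.0 µM nominal final compound concentration. Timing: compound 6 min at room temperature before oxytocin, 100 s read. Signal: kinetic Fluo-8 calcium fluorescence. Controls: oxytocin EC15 low and EC100 high.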
M1 antag = human M1 muscarinic receptor antagonists, primary screen, CHO-K1 cells, Fluo-8 calcium fluorescence, 1536-well; inhibition, % at 3 µM; 360,000 compounds, 1.3% hits; AID 588852, 2011; CHO-K1 hM1, ACh EC80 antagonist;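 active means percent inhibition above its own plate's cutoff, namely the mean of that plate's compound wells plus 3 SD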;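 further: peak over basal fluorescence ratio during 140 s after agonist addition; 0% = ACh EC80 plus DMSO and 100% = DMSO alone without agonist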
M1 ag = human M1 muscarinic receptor agonists, primary screen, Fluo-8 calcium fluorescence, CHO-K1 cells, HTS. CHO-K1 hM1, agonist mode; 0% DMSO, 100% acetylcholine EC100. activation, % at 3 µM. 360,000 compounds, 0.33% hits;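 active means activation above the run's mean compound activation plus 3 SD, cut at about 16% in these data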;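 further: peak over basal fluorescence ratio within a 140 s kinetic read after compound addition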
CHO parental Ca = ATP-evoked calcium signal inhibitors, parental CHO, primary screen, counter-screen for OX1R antagonist project, cell-based, fluorescence, Fluo-8 calcium dye; parental CHO-K1, ATP-induced calcium, Fluo-8 fluorescence; inhibition, % at 5.6 µM; 330,000 compounds, 0.63% hits; AID 463079, 2010;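 active means inhibition above that plate's mean sample inhibition plus 3 SD, cut at about 26% in these data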;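 further: 0% = ATP-challenged DMSO wells and 100% = DMSO wells without ATP; some compounds past the cut are filed as inactive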
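Test system: parental CHO cells; detection: calcium-sensitive Fluo-8 fluorescence; evaluation: percent inhibition of calcium signal; also added: ATP as calcium-mobilizing challenge; repeats: one well per compound; control set: ATP-challenged DMSO wells low, unchallenged DMSO wells high; compound: single nominal dose of 5.6 µM per compound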
M1 ag parental = counter-screen for M1 agonists: effect in parental CHO-K1 cells; Fluo-8 calcium fluorescence; scaled to maximal ATP response, vehicle zero; activation, % at 3 µM; 360,000 compounds, 0.48% hits; AID 602248, 2012; in the data active means activation above about 15%;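 further: untransfected CHO-K1 host cells lacking M1 receptor as counterscreen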
TAAR1 agonist = human TAAR1 agonists, primary screen, Fluo-8 calcium fluorescence, CHO RD-HGA16 cells | vehicle wells 0%, saturating PEA agonist 100% | activation, % at 3 µM | 360,000 compounds, 0.99% hits;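 active means activation above the mean activation of all test compounds in the run plus 3 SD, cut at about 38% in these data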
Target sequence (Q96RJ0 whole entry, looked up): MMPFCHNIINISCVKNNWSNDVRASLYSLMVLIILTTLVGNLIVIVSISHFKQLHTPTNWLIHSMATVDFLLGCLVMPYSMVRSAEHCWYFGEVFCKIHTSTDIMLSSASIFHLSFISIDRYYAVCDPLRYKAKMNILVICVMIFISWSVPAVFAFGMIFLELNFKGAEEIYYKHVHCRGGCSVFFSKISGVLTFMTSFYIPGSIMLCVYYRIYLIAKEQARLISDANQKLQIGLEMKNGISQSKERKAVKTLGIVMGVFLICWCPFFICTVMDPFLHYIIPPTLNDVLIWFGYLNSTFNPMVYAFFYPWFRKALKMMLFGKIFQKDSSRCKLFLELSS
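Repeats: no replicates (n 1) | Material: CHO-derived RD-HGA16 cells with stable Gα16 and human TAAR1 | Technique: Kinetic Fluo-8 calcium fluorescence | Schedule: 17-24 h seeding, 75 min 37 °C dye, 30 min RT | Evaluation: % activation from peak over basal fluorescence ratio, DMSO-to-PEA scaled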
TAAR1 antagonist = human TAAR1 antagonists, primary screen, Fluo-8 calcium fluorescence, CHO RD-HGA16 cells. AID 624466, 2012. 360,000 compounds, 1.5% hits. Trace amine-associated receptor 1 (Homo sapiens), Q96RJ0. antagonist. inhibition, % at 3 µM;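 active means inhibition above a per-plate cutoff, the mean inhibition of test compounds on that plate plus 3 SD, cut at about 49% in these data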;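 further: 0% = DMSO plus EC80 beta-PEA response and 100% = DMSO alone without agonist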
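Test system: hTAAR1-expressing CHO RD-HGA16 cells, Gα16-coupled; Probe or stimulus: EC80 β-phenethylamine stimulus; Compound dosing: single nominal final test compound concentration of 3 µM; Timing: 140 s kinetic read after compound, 140 s after agonist; Signal: Fluo-8 calcium-sensitive fluorescence; Measure: % inhibition of agonist calcium response; Controls: DMSO and EC80 PEA controls.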
* = called active by the depositor.

CCCOc1ccc(C(=O)Nc2ccc3c(c2)OCCO3)cc1 was read as CHO-K1 Ca antag -10, CHO-K1 Ca PAM 13, OXTR potentiate -10, M1 antag -19, M1 ag 1, CHO parental Ca 4, M1 ag parental 5.7, TAAR1 agonist 2 and TAAR1 antagonist 1.
For COC(=O)c1cccc(Cn2nc(C)c([N+](=O)[O-])c2C)c1 the results were CHO-K1 Ca antag -11, CHO-K1 Ca PAM 23, OXTR potentiate -17, M1 antag -6, M1 ag -4, CHO parental Ca -6, M1 ag parental 2.4, TAAR1 agonist 5 and TAAR1 antagonist -9.
COc1ccc(-c2csc(NC(=S)NC(=O)c3ccco3)n2)cc1Br was read as CHO-K1 Ca antag -6, CHO-K1 Ca PAM 9, OXTR potentiate -3, M1 antag -3, M1 ag 0, CHO parental Ca 3, M1 ag parental 0.8, TAAR1 agonist 0 and TAAR1 antagonist -19.
Cn1c(=O)c2c(nc(CN3CCN(C(=O)c4ccco4)CC3)n2CCCO)n(C)c1=O was read as CHO-K1 Ca antag -9, CHO-K1 Ca PAM 10, OXTR potentiate 0, M1 antag -12, M1 ag -2, CHO parental Ca 10, M1 ag parental 0.2, TAAR1 agonist 3 and TAAR1 antagonist -20.
For COCc1cc(C)nc2sc(C(=O)Nc3ccccc3Br)c(N)c12 the results were CHO-K1 Ca antag 12, CHO-K1 Ca PAM -5, OXTR potentiate -2, M1 antag 9, M1 ag 0, CHO parental Ca -9, M1 ag parental 13, TAAR1 agonist 0 and TAAR1 antagonist 10.
`COc1cc(C(=O)Nc2ccccc2N2CCOCC2)ccc1OCC(=O)N1CCOCC1` gave CHO-K1 Ca antag 5, CHO-K1 Ca PAM 11, OXTR potentiate -11, M1 antag -4, M1 ag -2, CHO parental Ca -11, M1 ag parental 1.1, TAAR1 agonist 2 and TAAR1 antagonist 1.
`CC(NC(=O)c1ccc(Cl)c(Cl)c1)c1ccc(-c2ccccc2)cc1` (stereo not given) gave CHO-K1 Ca antag -14, CHO-K1 Ca PAM -1, OXTR potentiate -13, M1 antag 9, M1 ag 1, CHO parental Ca 4, M1 ag parental 0.5, TAAR1 agonist 5 and TAAR1 antagonist 24.
For COCc1cc(C)n(CC(=O)NCC2CCCO2)c(=O)c1C#N (stereo not given) the results were CHO-K1 Ca antag -24, CHO-K1 Ca PAM 19, OXTR potentiate -2, M1 antag -12, M1 ag -1, CHO parental Ca 0, M1 ag parental 0.7, TAAR1 agonist -4 and TAAR1 antagonist -2.
For CC(=O)Nc1ccc(N(C(=O)c2cnccn2)C(C(=O)NC2CCCCC2)c2ccc(O)cc2)cc1 (stereo not given) the results were CHO-K1 Ca antag -11, CHO-K1 Ca PAM -5, OXTR potentiate -7, M1 antag -14, M1 ag -3, CHO parental Ca -1, M1 ag parental 0.1, TAAR1 agonist 1 and TAAR1 antagonist -5.
For CC1(C(=O)NS(=O)(=O)c2cccc(Cl)c2)CCN1C(=O)Cc1ccsc1 (stereo not given) the results were CHO-K1 Ca antag -8, CHO-K1 Ca PAM -4, M1 antag -20, M1 ag -2, M1 ag parental 0.5, TAAR1 agonist 2 and TAAR1 antagonist -38.
COc1ccc(-n2cnnc2SCC(=O)Nc2cccc(S(N)(=O)=O)c2)cc1 was read as CHO-K1 Ca antag -10, CHO-K1 Ca PAM 11, OXTR potentiate -1, M1 antag -12, M1 ag -3, CHO parental Ca -6, M1 ag parental 0.2, TAAR1 agonist 0 and TAAR1 antagonist 1.
`COc1ccc2[nH]c(=O)c(CN(C(=O)c3ccccn3)c3ccccc3)cc2c1` gave CHO-K1 Ca antag 7, CHO-K1 Ca PAM 11, OXTR potentiate -5, M1 antag -9, M1 ag -4, CHO parental Ca -12, M1 ag parental 14, TAAR1 agonist 3 and TAAR1 antagonist -10.
Screening Clc1cccc(OCc2nnc(-c3ccccc3Br)o2)c1 returned CHO-K1 Ca antag 5, CHO-K1 Ca PAM 1, OXTR potentiate -8, M1 antag 13, M1 ag -2, CHO parental Ca -12, M1 ag parental -0.5, TAAR1 agonist -1 and TAAR1 antagonist -5.
Screening CCOc1ccc(CNC(=O)CN2C(=O)CSc3ccc(S(=O)(=O)N4CCOCC4)cc32)cc1 returned CHO-K1 Ca antag -13, CHO-K1 Ca PAM 25, M1 antag -13, M1 ag -6, M1 ag parental 1.1, TAAR1 agonist -1 and TAAR1 antagonist -9.
O=C(CNC(=O)c1ccc(Br)cc1)c1ccccc1 was read as CHO-K1 Ca antag -2, CHO-K1 Ca PAM -10, OXTR potentiate -5, M1 antag -9, M1 ag -2, CHO parental Ca 10, M1 ag parental 1.9, TAAR1 agonist 0 and TAAR1 antagonist 10.
For CCOc1ccc(NC(C)c2cc(Cl)ccc2O)cc1 (stereo not given) the results were CHO-K1 Ca antag -1, CHO-K1 Ca PAM 8, OXTR potentiate -9, M1 antag -5, M1 ag -6, CHO parental Ca -14, M1 ag parental -0.1, TAAR1 agonist 6 and TAAR1 antagonist -23.
Screening CCNC(=O)N(C(=O)NCC)n1c(C)nnc1C returned CHO-K1 Ca antag -3, CHO-K1 Ca PAM 21, OXTR potentiate -4, M1 antag -7, M1 ag 0, CHO parental Ca -9, M1 ag parental 0.8, TAAR1 agonist 2 and TAAR1 antagonist -10.
Screening CCCC(=O)N1CCC1(C)C(=O)NCc1ccccc1SC (stereo not given) returned CHO-K1 Ca antag -5, CHO-K1 Ca PAM 17, M1 antag -13, M1 ag -3, M1 ag parental 0.6, TAAR1 agonist 2 and TAAR1 antagonist -2.
Screening COc1ccc(CNC(=O)CC2C[C@H](C(=O)N3CCOCC3)[C@@]3(CCC4CCCC4)c4[nH]c5ccccc5c4CCN3C2=O)cc1OC (stereo not given in full) returned CHO-K1 Ca antag -4, CHO-K1 Ca PAM 7, OXTR potentiate -5, M1 antag -10, M1 ag -4, CHO parental Ca -11, M1 ag parental 0.1, TAAR1 agonist 5 and TAAR1 antagonist -28.
`CC(=O)Nc1ccc(NC(=O)CCCSc2nc3ccccc3[nH]2)cc1` gave CHO-K1 Ca antag -6, CHO-K1 Ca PAM 5, OXTR potentiate 1, M1 antag -4, M1 ag -1, CHO parental Ca -5, M1 ag parental 0.4, TAAR1 agonist 0 and TAAR1 antagonist -10.
`CC(=O)Nc1ccc(NC(=O)CC(C)n2ccnc2)cc1` (stereo not given) gave CHO-K1 Ca antag 7, CHO-K1 Ca PAM -11, OXTR potentiate -13, M1 antag 3, M1 ag -2, CHO parental Ca 5, M1 ag parental -0.4, TAAR1 agonist 1 and TAAR1 antagonist 1.
`CC1=CC=CC2=NC(=O)CC(C)(C(=O)N(CC(=O)NC(C)C)C3CCCC3)N12` (stereo not given) gave CHO-K1 Ca antag -6, CHO-K1 Ca PAM -6, OXTR potentiate -5, M1 antag 5, M1 ag -5, CHO parental Ca 6 and M1 ag parental -0.2.
Screening CCOC(=O)C1=C[C@@H](CC)N(S(=O)(=O)c2ccc(C)cc2)[C@H]1c1cccc(Cl)c1 returned CHO-K1 Ca antag 3, CHO-K1 Ca PAM 11, M1 antag -8, M1 ag -7, M1 ag parental 1.1, TAAR1 agonist 2 and TAAR1 antagonist 11.
O=Cc1cccc(Oc2ncccn2)c1 was read as CHO-K1 Ca antag -13, CHO-K1 Ca PAM 19, OXTR potentiate -2, M1 antag -2, M1 ag -1, CHO parental Ca 0, M1 ag parental 0.5, TAAR1 agonist 4 and TAAR1 antagonist -8.

Random excerpt: 2 compounds from above.
Screening CCCC(=O)N1CCC1(C)C(=O)NCc1ccccc1SC (stereo not given) returned CHO-K1 Ca antag -5, CHO-K1 Ca PAM 17, M1 antag -13, M1 ag -3, M1 ag parental 0.6, TAAR1 agonist 2 and TAAR1 antagonist -2.
Screening CCNC(=O)N(C(=O)NCC)n1c(C)nnc1C returned CHO-K1 Ca antag -3, CHO-K1 Ca PAM 21, OXTR potentiate -4, M1 antag -7, M1 ag 0, CHO parental Ca -9, M1 ag parental 0.8, TAAR1 agonist 2 and TAAR1 antagonist -10.

Next results follow:
For CN(C)C(=O)CN1CCN(Cc2nc(CC3CC3)no2)CC1 the results were CHO-K1 Ca antag 4, CHO-K1 Ca PAM -1, OXTR potentiate 1, M1 antag 15, M1 ag -1, CHO parental Ca -3, M1 ag parental 0.6, TAAR1 agonist 1 and TAAR1 antagonist -16.
For C/C(=N\NC(=O)Cc1ccccc1)c1cccnc1 the results were CHO-K1 Ca antag -2, CHO-K1 Ca PAM 0, OXTR potentiate -14, M1 antag -2, M1 ag 8, CHO parental Ca -15, M1 ag parental -0.1, TAAR1 agonist -1 and TAAR1 antagonist -28.
Screening Cc1c(Cl)c([N+](=O)[O-])nn1CCCC(=O)Nc1cc(Cl)ccc1Cl returned CHO-K1 Ca antag -8, CHO-K1 Ca PAM 30, OXTR potentiate -5, M1 antag -3, M1 ag -10, CHO parental Ca -19, M1 ag parental 6.7, TAAR1 agonist 1 and TAAR1 antagonist 3.
For Cn1c(=O)n(C)c2cc(/C=N/NC(N)=S)ccc21 the results were CHO-K1 Ca antag 8, CHO-K1 Ca PAM -4, OXTR potentiate -1, M1 antag -6, M1 ag -2, CHO parental Ca -2, M1 ag parental -0.6, TAAR1 agonist 2 and TAAR1 antagonist -11.
`COc1ccc(C(CNC(=O)c2cc(C)on2)N(C)C)cc1` (stereo not given) gave CHO-K1 Ca antag 1, CHO-K1 Ca PAM 3, OXTR potentiate 2, M1 antag -13, M1 ag -11, CHO parental Ca 6, M1 ag parental -0.1, TAAR1 agonist 2 and TAAR1 antagonist -12.
C/C(=N/NC(=O)Cn1nc2ccccc2n1)c1ccc(F)cc1 was read as CHO-K1 Ca antag -2, CHO-K1 Ca PAM 16, OXTR potentiate -6, M1 antag -4, M1 ag -4, CHO parental Ca -1, M1 ag parental 0.4, TAAR1 agonist 3 and TAAR1 antagonist -2.
COc1ccc(CNC(=O)Cn2cncn2)cc1OC was read as CHO-K1 Ca antag -4, CHO-K1 Ca PAM 17, OXTR potentiate -1, M1 antag -7, M1 ag -1, CHO parental Ca 3, M1 ag parental 0.2, TAAR1 agonist 2 and TAAR1 antagonist -12.
